Source: PubChem
KB-3-1 cytotox: qHTS assay for MDR1-selective chemotherapeutics: Primary screen using the parental adenocarcinoma cell KB-3-1. KB-3-1 viability, CellTiter-Glo ATP luminescence, 72 h. Potency, µM (titrated, usually from 46.1 µM), without a hit: at the highest dose activity change, negative = cytotoxic, actives largely listed as cytotoxic. 400,000 compounds, 1.4% hits. AID 1347075, 2019; note: potency is the fitted concentration of half-maximal effect; % is set by controls: 0 for no effect and ±100 for the full control effect; nearly all actives have a fitted effect of over 60% in size
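Viability of parental KB-3-1 cells, measured by CellTiter-Glo luminescence, followed a 72 h incubation at 37 °C with pinned compounds in phenol-red-free DMEM containing 10% FBS.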
IL-1B inflam inh: qHTS for Inhibitors of Inflammasome Signaling: IL-1-beta AlphaLISA Primary Screen; AID 743279, 2014; THP-1 LPS/ATP IL-1B secretion, AlphaLISA, 16 h; active compounds read low; activity change, % at 57.5 µM; 360,000 compounds, 4.7% hits; in the data active = activity change below about -50%; inconclusive = mostly about -30% to -49%; note: % is set by controls: 0 for no effect and ±100 for the full control effect
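Secreted IL-1B measured by AlphaLISA bead assay after 16 h compound exposure of THP-1 cells; compounds (final up to 57.5 uM) added 1 h before LPS (250 ng/mL) and ATP (1.25 mM) stimulation; lower signal means less secretion.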
HT1080 IDH1KD tx: qHTS for induction of synthetic lethality in tumor cells producing 2HG: qHTS for the HT-1080-IDH1KD cell line; HT-1080 IDH1 knockdown viability, ATP luminescence, 48 h; Potency, µM (series often up to 46.1 µM), inactives show at the highest dose activity, negative = toxicity, actives largely listed as cytotoxic; 360,000 compounds, 2% hits;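 note: potency is the fitted concentration of half-maximal effect; 0% = DMSO wells and -100% = cell-free medium wells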
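Using the IDH1-knockdown HT-1080 line run in the same batch and compound series as the NT line, viability after 48 h at 37 °C was determined by CellTiter-Glo luminescence and expressed as % activity.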
D3 antag: qHTS of D3 Dopamine Receptor Antagonist: qHTS | max response, negative = inhibition, % | 360,000 compounds, 2.5% hits | D3R cells, DiscoveRx beta-arrestin luminescence, antagonist mode; active compounds read low | D(3) dopamine receptor (Homo sapiens), P35462; in the data active = max response below about -50%; inconclusive = no clear call, values can overlap the other calls; note: % is set by controls: 0 for no effect and ±100 for the full control effect; mostly tested at two doses, the higher about 12 µM
Target sequence (P35462 whole entry, looked up): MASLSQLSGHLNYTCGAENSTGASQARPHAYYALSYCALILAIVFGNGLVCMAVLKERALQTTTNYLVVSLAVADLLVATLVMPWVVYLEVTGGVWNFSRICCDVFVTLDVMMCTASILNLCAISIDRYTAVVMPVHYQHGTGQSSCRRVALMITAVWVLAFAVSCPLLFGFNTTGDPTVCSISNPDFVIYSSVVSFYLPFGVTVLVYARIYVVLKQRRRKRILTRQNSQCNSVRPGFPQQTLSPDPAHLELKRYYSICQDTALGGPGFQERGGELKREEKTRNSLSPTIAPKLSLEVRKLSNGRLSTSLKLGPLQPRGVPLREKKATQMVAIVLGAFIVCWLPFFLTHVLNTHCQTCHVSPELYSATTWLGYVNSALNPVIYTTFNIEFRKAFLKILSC
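Cells plated overnight at 1500 cells/well, then exposed to library compounds with dopamine controls for 90 minutes at 37 degrees C. DiscoveRx reagent added for 30–60 minutes at room temperature; luminescence read, quantitative HTS format.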
GLP-1R agonist: qHTS of GLP-1 Receptor Agonists; HEK293 GLP-1R CRE-luciferase, luminescence, 4-6 h; cells express a hypersensitive GLP-1R form; Potency, µM (highest dose often 45.6 µM), inactives show at the top dose activation, actives largely listed as activators; 380,000 compounds, 0.007% hits; note: potency is the fitted concentration of half-maximal effect; % of control where 0% means no effect
Target sequence (P43220 whole entry, looked up): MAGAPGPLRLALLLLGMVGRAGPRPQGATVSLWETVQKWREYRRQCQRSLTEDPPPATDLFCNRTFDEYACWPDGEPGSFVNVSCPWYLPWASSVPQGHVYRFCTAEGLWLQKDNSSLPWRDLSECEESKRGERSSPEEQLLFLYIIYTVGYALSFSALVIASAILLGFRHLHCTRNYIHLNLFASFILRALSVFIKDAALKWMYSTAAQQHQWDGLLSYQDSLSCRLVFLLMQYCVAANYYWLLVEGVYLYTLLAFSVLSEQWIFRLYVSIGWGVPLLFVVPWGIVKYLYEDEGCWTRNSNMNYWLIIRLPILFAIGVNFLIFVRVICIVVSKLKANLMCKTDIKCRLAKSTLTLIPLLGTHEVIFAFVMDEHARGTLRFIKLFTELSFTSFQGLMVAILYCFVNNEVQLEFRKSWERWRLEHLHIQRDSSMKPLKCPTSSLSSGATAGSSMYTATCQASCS
KB-V1 MDR tox: qHTS assay for MDR1-selective chemotherapeutics: Primary screen using the drug-selected MDR subline cells KB-V1 | KB-V1 MDR cells viability, CellTiter-Glo, 72 h | Potency, µM (doses to about 46.1 µM), without a hit: at the highest dose activity change, negative = cytotoxicity, actives largely listed as cytotoxic | 400,000 compounds, 3.4% hits | AID 1347076, 2019; note: potency is the fitted concentration of half-maximal effect; % is set by controls: 0 for no effect and ±100 for the full control effect; nearly all actives have a fitted effect of over 60% in size
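Compound-treated KB-V1 multidrug-resistant cells, 72 h, 37 degrees C; viability by CellTiter-Glo. Fitted qHTS curves give the values.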
HT1080NT lethal: qHTS for induction of synthetic lethality in tumor cells producing 2HG: qHTS for the HT-1080-NT fibrosarcoma cell line | HT-1080-NT fibrosarcoma viability, CellTiter-Glo ATP luminescence, 48 h | Potency, µM (top dose mostly 46.1 µM), for inactives: at the highest dose activity, negative = less viability, hits mostly cytotoxic | 360,000 compounds, 1.6% hits | AID 686970, 2013;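 note: NT is the 2HG producing partner of a matched IDH1 knockdown line; potency is the fitted concentration of half-maximal effect; 0% = DMSO-treated cells and -100% = media-only wells without cells; nearly all actives have a fitted effect of over 55% in size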
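Viability by CellTiter-Glo luminescence after 48 h compound exposure at 37C of HT-1080-NT cells (750/well, RPMI, 5% FBS). % activity scaled between DMSO wells and medium-only wells, then curve-fitted and categorized by curve class.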
SW480 rerep: A quantitative high throughput screen for small molecules that induce DNA re-replication in SW480 colon adenocarcinoma cells | SW480 DNA re-replication, Hoechst DNA content imaging, 48 h | Potency, µM (doses to about 46.1 µM), without a hit: at the highest dose re-replication activation, actives largely listed as activators | 340,000 compounds, 1.8% hits | AID 624297, 2012; note: potency is the fitted concentration of half-maximal effect; % of control where 0% means no effect; nearly all actives have a fitted effect of over 55% in size
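Image-based DNA-content assay: after two days of treatment, nuclei were labelled with the DNA dye Hoechst and imaged, and hits were compounds raising the count of nuclei showing high fluorescence intensity.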
D3 ag: qHTS of D3 Dopamine Receptor Agonist: qHTS | D(3) dopamine receptor (Homo sapiens), P35462 | D3R DiscoveRx beta-arrestin cells, luminescence, 90 min | max activation, % | 410,000 compounds, 0.58% hits | AID 652048, 2013; in the data active = max activation above about 30%; note: 0% is about no effect; mostly tested at two doses, the higher about 12 µM
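Cells at 1500/well, incubated overnight, then treated with pinned compounds (dopamine as control) for 90 min at 37 degrees C. DiscoveRx reagent added for 30 - 60 minutes at room temperature; luminescence read.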
Active calls of the source: *; ? = inconclusive; nt = no result given; [ ] = another dose, or the depositor's remark. Unless noted, calls come from the whole dose curve; as a rule, active = well fitted curve in the direction sought with a large enough effect; inconclusive = small, poorly fitted or top-dose-only effect, or another doubt; inactive = no such curve, though single readings can be large; an effect the other way counts as inactive or inconclusive.

SMILES	KB-3-1 cytotox	IL-1B inflam inh	HT1080 IDH1KD tx	D3 antag	GLP-1R agonist	KB-V1 MDR tox	HT1080NT lethal	SW480 rerep	D3 ag
CC1=Nc2ccccc2N=C(NC(=O)CSc2nnnn2-c2ccccc2)C1c1ccccc1 (stereo not drawn)	0%	-13	1%[9.24 µM]	?	4%	13µM*	-14%	0%	-9
O=C(Cc1ccccc1)NC1CCN(S(=O)(=O)c2cccc(F)c2)CC1	13%	?	6%	9	1%	-8%	10%	-2%	-6
O=C(COc1ccc2c3c(c(=O)oc2c1)CCC3)NC1CCCCC1	2%	-13	17%	-11	0%	?	0%	-1%	-1
O=c1c2ccccc2n2c(=S)[nH]nc2n1-c1ccccc1	2%	38	-1%	-26	1%	12%	1%	-14%	-4
COC(=O)C1=C(C)N(Cc2ccccc2)C(=O)N[C@H]1c1cccc(F)c1	-3%	3	-3%	-18	2%	1%	-3%	-24%	8
COc1ccc(NC(=O)C/C(C)=N/NC(=O)C(=O)Nc2cccc(Cl)c2C)c(OC)c1	3%	-8	20%	-16	13%	22%	12%	2%	6
CCSc1nc2sc3c(c2c(=O)[nH]1)CCc1ccccc1-3	-2%	25	-6%	-11	-7%	-3%	-11%	?	2
C[C@@H]1C=C(C(=O)N2CCN(C)CC2)O[C@H](OCc2ccc(CO)cc2)C1	9%	14	13%	2	-5%	34%	21%	-4%	3
COc1cccc(N2CCN(S(=O)(=O)c3ccc(-c4coc(C)n4)cc3)CC2)c1	?	6	-1%	14	0%	-15%	?	5%	9
Cc1nc([N+](=O)[O-])c(NCCO)n1Cc1ccccc1	-7%	-4	2%	8	1%	1%	5%	-4%	8
O=C(CCl)N1N=C(c2ccco2)CC1c1cccs1 (stereo not drawn)	?	-105*	23µM*	0	-21%	23µM*	?	3.3µM*	0
CN(C(=O)CCc1ccccc1)c1nnc(-c2ccncc2)s1	-7%	13	-3%	-8	2%	?	0%	-2%	6
Cc1oc(-c2ccccc2F)nc1CS(=O)CC(=O)NC1CCCC1 (stereo not drawn)	12%	14	11%	4	1%	-11%	3%	8%	2
COc1ccc(-c2nc(N)sc2C2(O)C(=O)Nc3c(Br)cc(F)cc32)cc1OC (stereo not drawn)	10%	-5	0%	0	5%	?	-15%	11%	-2
C[C@@H]1CN([C@H](C)CO)S(=O)(=O)c2ccc(C#Cc3ccccc3)cc2O[C@@H]1CN(C)C(=O)CN(C)C	6%	-29	-13%	15	9%	?	-12%	nt	4

3 compounds out of the list, ordered by molar mass, rising.
SMILES	KB-3-1 cytotox	IL-1B inflam inh	HT1080 IDH1KD tx	D3 antag	GLP-1R agonist	KB-V1 MDR tox	HT1080NT lethal	SW480 rerep	D3 ag
O=C(CCl)N1N=C(c2ccco2)CC1c1cccs1 (stereo not drawn)	?	-105*	23µM*	0	-21%	23µM*	?	3.3µM*	0
COC(=O)C1=C(C)N(Cc2ccccc2)C(=O)N[C@H]1c1cccc(F)c1	-3%	3	-3%	-18	2%	1%	-3%	-24%	8
C[C@@H]1C=C(C(=O)N2CCN(C)CC2)O[C@H](OCc2ccc(CO)cc2)C1	9%	14	13%	2	-5%	34%	21%	-4%	3

Other entries.
SMILES	KB-3-1 cytotox	IL-1B inflam inh	HT1080 IDH1KD tx	D3 antag	GLP-1R agonist	KB-V1 MDR tox	HT1080NT lethal	SW480 rerep	D3 ag
COC(=O)C1=C(N)Oc2cc(C)n(CC3CCCO3)c(=O)c2C1c1ccccc1OC (stereo not drawn)	2%	-4	4%	51	-7%	9%	0%	0%	1
CCS(=O)(=O)NCC(c1cccnc1)N1CCN(c2ccccc2)CC1 (stereo not drawn)	-2%	-16	-2%	-11	-3%	4%	-5%	4%	-2
O=[N+]([O-])c1ccc(N/N=C2\CC3CC=CC23)c([N+](=O)[O-])c1 (stereo not drawn)	9%	21	-19%	12	17%	?	-5%	-7%	7
Cn1cc(C(=O)NCCc2ccccc2)c(=O)c2cc(S(=O)(=O)N3CCOCC3)ccc21	?	-10	1%	-6	0%	4%	0%	6%	3
CCc1ccc2oc(-c3cccc(NC(=O)c4ccc(-c5cccc([N+](=O)[O-])c5)o4)c3)nc2c1	10%	nt	nt	nt	33%	-7%	nt	nt	11
Nc1nonc1-n1nnc(C(=O)N/N=C/c2cccc(F)c2)c1CN1CCCC1	7%	-2	14%	4	2%	14%	6%	0%	1
O=C(OCC(=O)N1CCN(C(=O)c2ccco2)CC1)c1cccc(O)c1	-20%	-3	13%	-14	3%	?	28%	16%	-9
N#Cc1c(NCCCO)nc(NCc2ccccc2)c2c1CCN(Cc1ccccc1)C2	-9%	?	?	-25	3%	-13%	?	7%	-2
O=C(NC(=S)Nc1ccccc1N1CCOCC1)c1ccc([N+](=O)[O-])cc1	0%	0	-1%	-6	2%	?	2%	1%	-5
Cc1cccc(C)c1NC(=O)c1c(C)nn(-c2ccccc2)c1Cl	-3%	-2	-13%	1	-5%	15µM*	-1%	-2%	-4
COc1ccc(CN2C(=O)NC(C)(c3ccc(C)cc3)C2=O)cc1F (stereo not drawn)	3%	-20	-3%	1	3%	-16%	-8%	-2%	2
O=C(NCCCN1CCN(CCCNC(=O)c2ccc(F)cc2)CC1)c1ccc(F)cc1	1%	-5	12%	?	-4%	21%	9%	-5%	1
CCOC(=O)C1=C(C)N=C2SC(C)C(=O)N2C1/C=C/c1ccccc1OC (stereo not drawn)	9%	3	-1%	?	-11%	-10%	-6%	0%[9.22 µM]	-4
O=C(COc1ccc(Cl)cc1Cl)Nc1ccc(S(=O)(=O)NC2=NCCCCC2)cc1	5%	11	11%	25	3%	0%	14%	-6%	2
CC(=O)C1=C(c2ccccc2)NC(=O)NC1c1ccc(O)c(Cl)c1 (stereo not drawn)	-7%	18	-4%	5	-3%	?	1%	1%	5

(cont.)
SMILES	KB-3-1 cytotox	IL-1B inflam inh	HT1080 IDH1KD tx	D3 antag	GLP-1R agonist	KB-V1 MDR tox	HT1080NT lethal	SW480 rerep	D3 ag
CC(C)N(Cc1c(O)ccc2c(=O)c(-c3ccc(Cl)cc3)coc12)C(C)C	-7%	-4	?	?	-4%	18%	?	29%	0
COc1cccc(CCNC(=O)c2ccc(OC)c(OC3CCN(C(C)C)CC3)c2)c1	-1%	-10	3%	-8	8%	17%	-3%	0%	-7
Cn1cnnc1SCc1ccc(C(=O)N/N=C/c2cccs2)cc1	0%	-10	0%	-1	5%	1%	1%	3%	-3
Cc1csc(NC(=O)C2C3C=CC(C3)C2C(=O)O)n1 (stereo not drawn)	6%	-6	-3%	21	-13%	7%	-7%	-13%	-4
CCOc1ccc(OCCn2c(S(=O)(=O)O)nc3c(N)ncnc32)cc1	5%	3	11%	-19	-6%	4%	9%	0%	16
COCCN1CCN(c2c3c(nc4cc(-c5cccc(F)c5)nn24)CCC3)CC1	-9%	-18	-4%	23	14%	13%	-12%	0%	0
FC(F)Oc1ccc(-c2csc(Cc3nnc4n3CCCCC4)n2)cc1	?	-27	1%	13	1%	-28%	2%	-4%	1
CCN(CC)C(=O)Oc1cc(COC)nc(-c2ccccc2)n1	-12%	21	5%	5	9%	-7%	5%	1%	-3
COCCn1c(SCC(=O)NC2CCCCC2C)nnc1-c1ccncc1 (stereo not drawn)	18%	16	6%	25	1%	11%	?	-20%	2
COc1ccccc1NS(=O)(=O)c1cc(C(=O)N2CCCCCCC2)ccc1C	-10%	-14	-2%	-21	8%	?	2%	13%	-5
Cc1cc(Cl)cc(Cl)c1OCC(=O)NCc1ccco1	2%	?	-12%	4	5%	0%	-9%	-13%	0
O=C1CCCN1c1ccc(N2CCCC2=O)cc1	?	9	0%	-5	-3%	9%	-10%	-20%	8
O=C1[C@H]2[C@@H](c3ccc(C(F)(F)F)cc3)N[C@]3(CCCN(Cc4ccc(C(F)(F)F)cc4)C3=O)[C@H]2C(=O)N1Cc1ccccc1	?	?	?	29	-4%	-16%	-17%	nt	4
COc1ccc(CCN(C(=O)c2ccco2)C(C(=O)NC2CCCC2)c2ccncc2)cc1OC (stereo not drawn)	4%	-15	-2%	-9	20%	8%	-2%	1%	17
COc1ccc(-n2c(C)cc(C(=O)COC(=O)c3ccc(O)cc3O)c2C)cc1	?	-10	?	55	1%	?	?	-3%	44*
